Source: PubChem (National Center for Advancing Translational Sciences (NCATS))
POLI inh: blocks human DNA polymerase iota activity; Q9UNA4; 390,000 tested, 1% active; AID 588590; Potency, µM (doses to about 115 µM), for inactives: at the top dose activity, negative = inhibition, actives largely listed as inhibitors; Pol iota fluorescent replication assay, 10 min; also: potency is read from the fitted curve at half-maximal effect
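Pol iota at 10 nM preincubated 15 min with compounds at room temperature; reaction started with fluorescent substrate, 50 nM final. Fluorescence read kinetically at 0 and 10 min; buffer-only wells as negative control.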
Pol kappa inh: blocks human DNA polymerase kappa activity. Q9UBT6. purified Pol kappa, fluorescent DNA synthesis assay, 10 min. Potency, µM (highest dose often 107 µM), for the others: at the highest dose activity, negative = inhibition, actives largely listed as inhibitors. 400,000 tested, 0.53% active; also: potency is read from the fitted curve at half-maximal effect; % is scaled to controls: 0 for no effect and ±100 for the full control effect
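Activity was followed as the change in fluorescence between reads at 0 and 10 min after starting the reaction with 50 nM substrate. Beforehand, 10 nM polymerase had been preincubated with compound for 15 min at room temperature.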
APEX1 inh: blocks human APE1 abasic DNA cleavage | P27695 | recombinant APE1, TAMRA/BHQ-2 abasic DNA cleavage fluorescence | Potency, µM (top dose mostly 65.8 µM), for the others: top-dose activity change, negative = inhibition, hits mostly inhibitors | 350,000 tested, 0.35% active | AID 2517;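 also: potency is read from the fitted curve at half-maximal effect; plate controls were vehicle for no effect and reference inhibitor for full effect; nearly all actives have a fitted effect of over 55% in size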
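Activity was derived from the fluorescence gain between first and third kinetic reads (60 s intervals, ex 525/em 598 nm) after 50 nM THF-abasic TAMRA/BHQ-2 duplex was added to 0.75 nM APE1 preincubated 15 min with compound.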
POLH inh: blocks human DNA polymerase eta activity; Q9Y253; recombinant Pol eta, fluorescent DNA replication assay; Potency, µM (highest dose often 114 µM), for inactives: top-dose activity change, negative = inhibition, most hits filed as inhibitors; 390,000 tested, 1.2% active; AID 588591; also: potency is read from the fitted curve at half-maximal effect; % is scaled to controls: 0 for no effect and ±100 for the full control effect
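Fluorescent replication assay: 50 nM final substrate added after a 15 min room-temperature compound preincubation with 10 nM enzyme. Signal taken at 0 min and again at 10 min.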
Pol beta inh: inhibitors of human DNA polymerase beta; P06746; Pol beta primer extension/strand displacement, fluorescence kinetic; Potency, µM (titrated, usually from 114 µM), for inactives: at the top dose activity change, negative = inhibition, hits mostly inhibitors; 340,000 tested, 1.3% active; AID 485314; also: potency is read from the fitted curve at half-maximal effect; % is scaled to controls: 0 for no effect and ±100 for the full control effect
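10 nM enzyme + cpd, 15 min RT; start with substrate 50 nM final; read 0 min and after 10 min RT. Corrected, normalized data; 4-parameter Hill curve fit.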
Apoferritin bind: candidate novel general anesthetic via apoferritin binding. apoferritin/1-aminoanthracene competitive binding, fluorescence. Potency, µM (top dose mostly 77.5 µM), for inactives: top-dose activity change, negative = displacement, actives largely listed as inhibitors. 350,000 tested, 0.074% active; also: potency is read from the fitted curve at half-maximal effect; % is scaled to controls: 0 for no effect and ±100 for the full control effect; nearly all actives have a fitted effect of over 20% in size
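Apoferritin-based anesthetic binding model; compound displacement of fluorescent 1-AMA measured as endpoint fluorescence after 10 minutes at room temperature, scaled to free-ligand and complex controls.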
BLM helicase inh: blocks DNA unwinding by human BLM helicase; AID 2528; P54132; Potency, µM (titrated, usually from 56.1 µM), for the others: at the top dose activity change, negative = inhibition, hits mostly inhibitors; recombinant BLM DNA unwinding, fluorescence dequenching; 350,000 tested, 0.2% active;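 also: potency is read from the fitted curve at half-maximal effect; plate controls were vehicle for no effect and no enzyme for full effect; nearly all actives have a fitted effect of over 35% in size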
Target sequence (P54132 whole entry, looked up): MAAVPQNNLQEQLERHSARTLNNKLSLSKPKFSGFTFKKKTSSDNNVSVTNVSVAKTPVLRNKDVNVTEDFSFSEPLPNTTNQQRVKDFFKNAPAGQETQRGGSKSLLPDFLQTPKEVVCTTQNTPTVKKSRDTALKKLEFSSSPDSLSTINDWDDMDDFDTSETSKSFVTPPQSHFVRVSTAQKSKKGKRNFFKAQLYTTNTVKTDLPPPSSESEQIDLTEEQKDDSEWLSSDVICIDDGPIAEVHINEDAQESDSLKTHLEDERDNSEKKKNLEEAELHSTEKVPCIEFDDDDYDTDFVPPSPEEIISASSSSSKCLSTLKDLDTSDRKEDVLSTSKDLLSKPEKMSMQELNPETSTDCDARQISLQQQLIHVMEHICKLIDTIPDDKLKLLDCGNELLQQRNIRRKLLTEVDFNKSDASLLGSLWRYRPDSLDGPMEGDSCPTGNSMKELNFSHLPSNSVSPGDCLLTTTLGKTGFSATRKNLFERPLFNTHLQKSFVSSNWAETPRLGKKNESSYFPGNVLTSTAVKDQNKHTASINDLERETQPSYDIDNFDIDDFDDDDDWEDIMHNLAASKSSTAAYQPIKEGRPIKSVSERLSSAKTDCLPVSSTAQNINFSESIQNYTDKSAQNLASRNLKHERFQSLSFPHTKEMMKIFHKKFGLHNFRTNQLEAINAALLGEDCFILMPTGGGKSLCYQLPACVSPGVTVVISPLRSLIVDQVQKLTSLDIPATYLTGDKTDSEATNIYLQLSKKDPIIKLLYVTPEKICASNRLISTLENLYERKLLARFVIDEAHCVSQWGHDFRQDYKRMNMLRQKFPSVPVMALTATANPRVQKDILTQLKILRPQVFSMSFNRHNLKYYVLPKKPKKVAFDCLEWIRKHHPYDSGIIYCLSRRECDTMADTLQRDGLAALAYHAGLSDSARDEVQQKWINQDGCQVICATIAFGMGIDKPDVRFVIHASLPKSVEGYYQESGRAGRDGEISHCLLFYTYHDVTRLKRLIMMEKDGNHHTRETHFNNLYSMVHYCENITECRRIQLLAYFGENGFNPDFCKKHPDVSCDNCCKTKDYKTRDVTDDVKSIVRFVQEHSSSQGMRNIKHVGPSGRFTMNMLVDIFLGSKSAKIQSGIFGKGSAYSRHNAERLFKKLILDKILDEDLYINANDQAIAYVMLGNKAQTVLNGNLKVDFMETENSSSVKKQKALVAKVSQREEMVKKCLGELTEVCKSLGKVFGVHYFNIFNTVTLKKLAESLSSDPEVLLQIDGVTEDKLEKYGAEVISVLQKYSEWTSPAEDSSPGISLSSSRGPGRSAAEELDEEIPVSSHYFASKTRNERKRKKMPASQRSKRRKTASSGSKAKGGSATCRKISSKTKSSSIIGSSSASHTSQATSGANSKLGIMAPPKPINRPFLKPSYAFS
Glioma ERSR ind: induces the endoplasmic reticulum stress response in human glioma cells. 420,000 tested, 0.02% active. Potency, µM, without a hit: top-dose activation, usual class: activators. U87-MG GRP78 promoter luciferase reporter, 16 h; also: potency is read from the fitted curve at half-maximal effect; series mostly up to about 76 µM; % of control where 0% means no effect; nearly all actives have a fitted effect of over 35% in size
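Stably transfected U87-MG glioma cells carrying a GRP78-based luciferase sensor; 16 h compound incubation. Luminescence end-point read 10 min after Bright-Glo addition at room temperature.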
LDHA block: blocks human lactate dehydrogenase A; purified LDHA, NADH/diaphorase-resazurin fluorescence; active compounds read low; P00338; activity change, % (values are at about 110 or 230 µM); 480,000 tested, 0.15% active; in the data active = activity change below about -30%; inconclusive = mostly about -25% to -30%;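 also: plate controls were DMSO wells for no effect and wells without enzyme for full effect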
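Resorufin fluorescence (ex540/em590), read at 0 and 20 min after diaphorase/resazurin addition, reports the NADH left after a 5 min room-temperature reaction of 2 nM human LDH5 with 0.06 mM NADH and 0.2 mM pyruvate.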
Numbers without * were called inactive; ? = inconclusive; / = not tested or not shown; & = joins results of further samples; [ ] = dose if it differs, or a comment. Unless noted, calls follow the shape of the dose curve; as a rule, active = well fitted curve in the direction sought with a large enough effect; inconclusive = small, poorly fitted or top-dose-only effect, or another doubt; inactive = no such curve, though single readings can be large; an effect the other way counts as inactive or inconclusive. Only part of the results is shown; count on the stated rates, not on these rows.

Short forms – A = POLI inh; B = Pol kappa inh; C = APEX1 inh; D = POLH inh; E = Pol beta inh; F = Apoferritin bind; G = BLM helicase inh; H = Glioma ERSR ind; I = LDHA block
1) O=C(O)c1cc(O)c2c(c1)[C@H]([C@H]1c3cc(C(=O)O)cc(O)c3C(=O)c3c(O[C@@H]4OC(CO)C(O)C(O)C4O)cccc31)c1cccc(O[C@@H]3OC(CO)C(O)C(O)C3O)c1C2=O (some centres not stated)
  A: /; B: 0.89µM*; C: /; D: /; E: /; F: -1%; G: 3.2µM*; H: -7%; I: /

2) CCC(C)C(NC(=O)c1ccccc1)C(=O)Nc1ccc(S(=O)(=O)Nc2cc(C)nc(C)n2)cc1 (configuration not stated)
  A: -6%; B: -6%; C: -10%; D: -1%; E: /; F: /; G: /; H: -3%; I: -4

3) COCCN(CCOC)S(=O)(=O)c1ccc(NC(=O)c2cnccn2)cc1
  A: 25%; B: 6%; C: 35%[activator]; D: -5%; E: 26%; F: -11%; G: -5%; H: -1%; I: 0

4) NS(=O)(=O)c1ccc(N2CCCC2=O)c([N+](=O)[O-])c1
  A: 42%[activator]; B: -6%; C: 6%; D: -15%; E: -21%; F: -11%; G: -7%; H: -5%; I: -2

5) COC(=O)CN1C(=O)N(c2ccccc2)C(N(O)C(=O)Nc2ccccc2)C1(C)C (configuration not stated)
  A: 10%; B: 3%; C: -3%; D: -2%; E: -9%; F: -3%; G: -1%; H: -2%; I: -1

6) Cc1nn(-c2ccccc2)c(C)c1C(=O)OCC(=O)NC12CC3CC(CC(C3)C1)C2
  A: -6%[58.9 µM]; B: -7%; C: 9%; D: -20%; E: 13%; F: ?; G: -6%; H: 3%; I: 5

7) C=CCN1C(=O)c2ccc(C(=O)N(CCC)CC(=O)Nc3ccccc3C)cc2C1=O
  A: 14%; B: -9%; C: -18%; D: -3%; E: /; F: /; G: /; H: -3%; I: 1

8) O=C(OC1CCOC1=O)c1ccc(CO)cc1 (configuration not stated)
  A: -7%; B: -9%; C: 48%[activator]; D: -8%; E: -5%; F: 1%; G: -7%; H: -3%; I: -7

9) COc1ccccc1N1CC(C(=O)OCC(=O)Nc2c(C)cccc2C)CC1=O (configuration not stated)
  A: 38%[activator]; B: -1%; C: 9%; D: -15%; E: -15%; F: 1%; G: 0%; H: -5%; I: -2

10) O=C(Nc1cccc2ccccc12)c1ccc(OC(=S)N2CCOCC2)cc1
  A: -7%; B: -12%; C: -8%; D: -9%; E: -3%; F: -11%; G: -11%; H: 5%; I: 6

11) O=C(Nc1ccc(N2CCOCC2)c(Cl)c1)c1ncn[nH]1
  A: 8%; B: 4%; C: -1%; D: -8%; E: 7%; F: -13%; G: -2%; H: 0%; I: -4

12) CCOc1cccc(C(c2c(C)n(C)n(-c3ccccc3)c2=O)c2c(C)n(C)n(-c3ccccc3)c2=O)c1OC
  A: -1%&7%; B: -11%&10%; C: 3%; D: -20%&-12%; E: -3%&23%; F: -5%&-3%; G: -2%&-2%; H: -5%&1%; I: -9&-1

13) O=C(NCc1ccccn1)C1Nc2ccc(OC(F)(F)F)cc2C2C=CCC12 (configuration not stated)
  A: ?; B: -27%; C: /; D: -13%; E: /; F: /; G: /; H: 0%; I: 7

14) Cc1ccc(NC(=O)CN(C)C(=O)Cn2nnc(-c3ccccc3C)n2)cc1
  A: 14%; B: -8%; C: -6%; D: -11%; E: /; F: /; G: /; H: -1%; I: -2

15) COC(CNC(=O)Cn1nc(Cc2ccncc2)c2ccccc2c1=O)OC
  A: ?; B: -7%; C: -7%; D: 2%; E: 23%; F: -4%; G: -2%; H: -2%; I: -7

16) Cc1nc(CCNC(=O)c2cccs2)cs1
  A: 14%; B: -5%; C: 0%; D: -5%; E: 23%; F: 9%; G: -8%; H: 1%; I: -10

17) COc1ccc(C)cc1S(=O)(=O)N(CC(=O)NC1CCCC1)c1ccc(F)cc1
  A: 4%; B: -14%; C: 32%; D: -14%; E: ?; F: -11%; G: -2%; H: -6%; I: 4

18) C=CCOC(=O)C(C#N)c1nc2ccccc2nc1N1CCN(c2ccccc2OC)CC1 (configuration not stated)
  A: 17%; B: -9%; C: -8%; D: -17%; E: 1%; F: -24%; G: -6%; H: 1%; I: -3&1

19) CC(=O)c1c(C)[nH]c(C(=O)CN2C(=O)NC3(CCCCC3C)C2=O)c1C (configuration not stated)
  A: 40%[activator]; B: -2%; C: -5%; D: -23%; E: /; F: /; G: /; H: 0%; I: -3

20) Cn1c(=O)cc(SCC(=O)N2CCN(c3ccccc3F)CC2)c2ccccc21
  A: -1%; B: -5%; C: /; D: -5%; E: 22%; F: -2%; G: -1%; H: 2%; I: -5

21) Cc1ncc(CN2CCC(N3CCC(C(=O)N4CCCC4)CC3)CC2)s1
  A: 10%; B: -8%; C: 21%; D: -18%; E: 12%; F: -5%; G: -3%; H: 0%; I: -2

22) COc1ccc(OC)c(S(=O)(=O)N/N=C(/C)c2ccc3c(c2)OCO3)c1
  A: 7%; B: -6%; C: 13%; D: -30%; E: 11%; F: -13%; G: -2%; H: -7%; I: 2

23) COc1cc(C(=O)Nc2ccc(NC(C)=O)cc2)ccc1OCc1ccccc1
  A: 21%; B: -19%; C: 17%; D: 5%; E: -10%; F: -8%; G: -2%; H: -3%; I: -10

24) Cc1ccc(C(=O)N2CCN=C2SCc2ccc([N+](=O)[O-])cc2)cc1
  A: 10%; B: -12%; C: 7%; D: -19%; E: 23%; F: -6%; G: 1%; H: -5%; I: -5

25) COc1ccc(OC)c(CNC(=O)CN2C(=O)CCn3nc(-c4cn(C)c5ccccc45)cc32)c1
  A: -3%; B: -7%[60.1 µM]; C: /; D: 2%; E: -1%; F: -2%; G: -3%; H: -1%; I: 0

Some of these compounds in order of number of heavy atoms, rising.
Short forms – A = POLI inh; B = Pol kappa inh; C = APEX1 inh; D = POLH inh; E = Pol beta inh; F = Apoferritin bind; G = BLM helicase inh; H = Glioma ERSR ind; I = LDHA block
16) Cc1nc(CCNC(=O)c2cccs2)cs1
  A: 14%; B: -5%; C: 0%; D: -5%; E: 23%; F: 9%; G: -8%; H: 1%; I: -10

8) O=C(OC1CCOC1=O)c1ccc(CO)cc1 (configuration not stated)
  A: -7%; B: -9%; C: 48%[activator]; D: -8%; E: -5%; F: 1%; G: -7%; H: -3%; I: -7

18) C=CCOC(=O)C(C#N)c1nc2ccccc2nc1N1CCN(c2ccccc2OC)CC1 (configuration not stated)
  A: 17%; B: -9%; C: -8%; D: -17%; E: 1%; F: -24%; G: -6%; H: 1%; I: -3&1

(next part)
Short forms – A = POLI inh; B = Pol kappa inh; C = APEX1 inh; D = POLH inh; E = Pol beta inh; F = Apoferritin bind; G = BLM helicase inh; H = Glioma ERSR ind; I = LDHA block
26) CCC(C)n1c(C)nc2c(c1=O)c1nc3ccccc3nc1n2CCC1=CCCCC1 (configuration not stated)
  A: 12%; B: -20%; C: -2%; D: 9%; E: 30%; F: -6%; G: -2%; H: 0%; I: 0

27) O=S(=O)(NCCc1csc2nc(-c3ccc(Cl)cc3)nn12)c1ccc2c(c1)OCCO2
  A: 10%; B: -8%[60.1 µM]; C: /; D: -11%; E: -25%; F: -9%; G: -2%; H: -5%; I: -1

28) CCOc1ccccc1CN1CCN(Cc2c[nH]c3ccccc23)CC1CCO (configuration not stated)
  A: 11%; B: 3%; C: 20%; D: -20%; E: 0%; F: -10%; G: -8%; H: -5%; I: 1

29) CSc1nnc(C)c(=O)n1COC(=O)c1ccc([N+](=O)[O-])cc1
  A: 33%[activator]; B: -1%; C: 10%; D: -1%; E: 44%; F: -7%; G: -2%; H: -3%; I: -3

30) Cc1c(Cl)cccc1NC(=O)c1ccc(-n2ccnc2)nc1
  A: 12%; B: -2%; C: -3%; D: -17%; E: 0%; F: -16%; G: -2%; H: -3%; I: -5

31) OC[C@@H]1OC(O)[C@@H](O)[C@H](O)[C@@H]1O (some centres not stated)
  A: /; B: 5%[60.1 µM]; C: -7%; D: /; E: /; F: -3%; G: -5%; H: -8%; I: /

32) COc1ccc(CNC(=O)C2CCN(S(=O)(=O)c3cc(OC)ccc3OC)CC2)cc1
  A: 0%; B: -3%; C: 0%; D: 2%; E: -7%; F: -8%; G: 0%; H: -3%; I: -5

33) Cc1cc2cc(CNC(=O)c3ccc(S(=O)(=O)N4CCOCC4)cc3)ccc2[nH]1
  A: -8%; B: -1%; C: -4%; D: -23%; E: 30%; F: -12%; G: -3%; H: -5%; I: -3

34) CC(OC(=O)c1ccc2ncsc2c1)C(=O)Nc1ncc(Cl)cc1Cl (configuration not stated)
  A: 108%[activator]; B: 2%; C: 15%; D: -8%; E: 7%; F: 5%; G: 0%; H: 0%; I: 1

35) COc1ccc(-n2c(SCC(=O)Nc3cccc(C)c3C)nc3c([nH]c4ccccc43)c2=O)cc1
  A: 15%; B: 0%[60.1 µM]; C: /; D: -9%; E: 0%; F: -5%; G: -4%; H: -2%; I: -2

36) CCc1nnc(NC(=O)CSc2nc3c(c(=O)n2-c2ccccc2OC)SCC3)s1
  A: -9%; B: -2%; C: 0%; D: ?; E: ?; F: -5%; G: 0%; H: -5%; I: -3

37) Cc1ccc(C(=O)NCC(=O)O)cc1S(=O)(=O)N1CCCCC1
  A: 4%; B: 1%; C: 14%; D: -5%; E: 22%; F: -8%; G: -2%; H: -3%; I: -7

38) CCCCNC(=O)CC1Nc2cc(C)c(C)cc2NC1=O (configuration not stated)
  A: 5%; B: -1%; C: /; D: 3%; E: 11%; F: 5%; G: -2%; H: -2%; I: 6

39) COc1ccc(-n2ccnc(NCCc3ccc(S(N)(=O)=O)cc3)c2=O)cc1
  A: 6%; B: 27%; C: /; D: -10%; E: 18%; F: -8%; G: 0%; H: -1%; I: -11

40) COc1cccc(C(=O)OCCN2CCCCC2)c1
  A: -1%; B: -4%; C: 4%; D: -10%; E: 11%; F: 1%; G: -4%; H: 1%; I: -4

41) O=C(Nc1cccc(-c2nc3ccccc3s2)c1)c1cc(=O)c2ccccc2o1
  A: 34%; B: -12%; C: 0%; D: ?; E: ?; F: -2%; G: -25%; H: -2%; I: 1

42) Cc1nn(C(C)(C)C)c(OC(=O)c2ccc3c(c2)OCO3)c1S(=O)(=O)c1ccccc1
  A: 4%; B: -7%; C: -6%; D: -21%; E: -2%; F: -12%; G: -8%; H: -2%; I: -1
